Rin1-Abl PPI inh – inhibitors of Rin1-Abl protein binding, primary screen, biochemical, TR-FRET. Tyrosine-protein kinase ABL1 (Homo sapiens) + Ras and Rab interactor 1 (Homo sapiens), …. inhibition, % at 7.35 µM. actives 0.4% (n = 360,000). AID 588664, 2011; in the data active = inhibition above about 5%, passing the limit was not always enough
Target sequence (P00519 whole entry, looked up): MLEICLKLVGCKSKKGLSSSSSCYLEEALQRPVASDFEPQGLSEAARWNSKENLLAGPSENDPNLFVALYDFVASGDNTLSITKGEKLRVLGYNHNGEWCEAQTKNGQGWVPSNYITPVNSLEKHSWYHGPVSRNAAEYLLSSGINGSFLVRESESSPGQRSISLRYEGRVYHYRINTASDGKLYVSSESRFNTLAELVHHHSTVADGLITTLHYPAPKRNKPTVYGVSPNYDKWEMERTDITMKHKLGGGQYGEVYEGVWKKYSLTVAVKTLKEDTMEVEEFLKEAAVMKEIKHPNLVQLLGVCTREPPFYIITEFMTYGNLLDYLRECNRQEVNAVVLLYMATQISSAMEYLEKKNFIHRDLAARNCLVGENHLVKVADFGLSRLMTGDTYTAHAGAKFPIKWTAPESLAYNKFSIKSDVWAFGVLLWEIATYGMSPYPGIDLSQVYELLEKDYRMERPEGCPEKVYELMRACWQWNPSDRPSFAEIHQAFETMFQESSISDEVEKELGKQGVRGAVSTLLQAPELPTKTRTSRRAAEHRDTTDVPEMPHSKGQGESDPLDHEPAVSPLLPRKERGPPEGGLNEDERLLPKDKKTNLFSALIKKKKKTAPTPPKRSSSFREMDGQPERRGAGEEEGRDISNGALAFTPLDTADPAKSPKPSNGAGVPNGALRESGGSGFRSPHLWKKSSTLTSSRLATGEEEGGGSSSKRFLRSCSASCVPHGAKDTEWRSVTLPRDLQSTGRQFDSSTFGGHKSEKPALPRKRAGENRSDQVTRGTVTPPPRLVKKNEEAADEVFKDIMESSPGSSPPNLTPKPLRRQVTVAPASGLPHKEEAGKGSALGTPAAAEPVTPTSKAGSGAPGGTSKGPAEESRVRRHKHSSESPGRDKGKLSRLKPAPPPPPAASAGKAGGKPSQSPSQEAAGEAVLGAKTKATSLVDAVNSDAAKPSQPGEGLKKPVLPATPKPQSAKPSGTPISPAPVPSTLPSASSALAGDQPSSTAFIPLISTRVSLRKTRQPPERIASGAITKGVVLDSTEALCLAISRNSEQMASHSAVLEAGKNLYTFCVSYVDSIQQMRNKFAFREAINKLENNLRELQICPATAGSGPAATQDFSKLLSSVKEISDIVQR
Target sequence (Q13671 whole entry, looked up): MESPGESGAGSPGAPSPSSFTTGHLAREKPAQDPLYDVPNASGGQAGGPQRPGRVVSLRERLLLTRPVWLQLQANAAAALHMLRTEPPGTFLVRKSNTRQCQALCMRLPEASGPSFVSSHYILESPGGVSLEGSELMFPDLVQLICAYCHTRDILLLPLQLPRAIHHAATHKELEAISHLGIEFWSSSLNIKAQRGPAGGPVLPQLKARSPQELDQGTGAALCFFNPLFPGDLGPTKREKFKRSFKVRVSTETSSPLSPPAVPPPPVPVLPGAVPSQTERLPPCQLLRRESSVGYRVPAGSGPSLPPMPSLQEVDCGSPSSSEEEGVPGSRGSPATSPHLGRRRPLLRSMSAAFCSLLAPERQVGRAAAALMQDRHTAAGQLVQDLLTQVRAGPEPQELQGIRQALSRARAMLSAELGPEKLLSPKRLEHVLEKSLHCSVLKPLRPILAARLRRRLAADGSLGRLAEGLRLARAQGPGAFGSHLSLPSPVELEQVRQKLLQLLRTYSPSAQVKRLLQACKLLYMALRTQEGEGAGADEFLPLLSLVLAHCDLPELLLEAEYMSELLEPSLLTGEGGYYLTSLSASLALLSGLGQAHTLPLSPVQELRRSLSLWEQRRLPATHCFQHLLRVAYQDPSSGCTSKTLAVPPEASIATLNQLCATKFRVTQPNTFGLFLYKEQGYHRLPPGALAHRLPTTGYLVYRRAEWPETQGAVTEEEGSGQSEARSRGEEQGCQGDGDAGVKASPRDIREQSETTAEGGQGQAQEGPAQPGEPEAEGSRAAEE
SKN-1 block – suppressors of acrylamide-induced Pgst-4::GFP reporter in worms, primary screen, SKN-1 inhibitor project, whole organism, uHTS, GFP/RFP fluorescence ratio, strain VP596 | C. elegans VP596 Pgst-4::GFP/RFP ratio, 24 h | inhibition, % at 21.8 µM | actives 0.49% (n = 360,000);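 active = interference check ratio from 0.5 to 1.5 plus GFP to RFP signal ratio inhibition reaching or exceeding a fixed threshold, cut at about 30% in these data, passing the limit was not always enough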; also: some compounds called inactive have numbers as strong as hits
MT1-MMP act inh – blockers of MT1-MMP proenzyme processing, primary screen, HT1080 RFP-PRO-GFP cells, GFP/RFP fluorescence. GFP/RFP ratio change, % at 20 µM. GFP/RFP ratio fluorescence, overnight; percent of plate control window, DMSO zero. actives 0.061% (n = 360,000);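 active = GFP/RFP ratio change of at least 30% with cell ATP level not reduced by more than half and red fluorescence within 50% of control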; also: strong numbers were not always called active
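Compound: 20 µM single dose, 1% DMSO / System: HT1080 RFP-PRO-GFP cells / Controls: DMSO and RFP-L50D-GFP cell wells / Read-out basis: GFP/RFP fluorescence ratio / Schedule: overnight compound exposure at 37 °C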
Neddylation inh – inhibitors of cullin neddylation, primary screen, biochemical, TR-FRET, uHTS, NAE and Ubc12. calls only at 25 µM. AID 651699, 2012. actives 0.58% (n = 360,000); in the data active = inhibition above about 36%
MsrA inh – bovine MsrA enzyme inhibitors, primary screen, biochemical, absorbance, HTS. actives 0.75% (n = 360,000). Methionine sulfoxide reductase A (Bos taurus). purified bovine MsrA, absorbance read-out. inhibition, % at 15.5 µM; in the data active = inhibition above about 4.5%;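 also: 0% = vehicle wells with enzyme and 100% = reference inhibitor wells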
FAS TE block – FAS thioesterase domain inhibitors, primary screen, biochemical, fluorescence intensity, uHTS. Fatty acid synthase (Homo sapiens), P49327. recombinant FAS-TE, OMFH fluorogenic substrate, fluorescence endpoint. inhibition, % at 15 µM. actives 0.67% (n = 360,000). AID 602261, 2012;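 active = compounds whose normalised, plate-corrected inhibition of enzyme fluorescence in the single-dose primary screen is 50% or more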;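 also: 0% = DMSO with enzyme and 100% = substrate without enzyme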
NRP1-CendR mod – modulators of CendR peptide binding to NRP-1, primary screen, biochemical, fluorescence polarization, uHTS | Neuropilin-1 (Homo sapiens), O14786 | FAM-RPARPAR peptide binding to NRP-1 | actives 0.85% (n = 360,000) | inhibition, % at 25 µM | AID 602438, 2012;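 active = inhibition or corrected inhibition above about 18%, plus a signal ratio from 0.5 to 1.5, limit read from the data, passing the limit was not always enough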; also: strong numbers were not always called active
eLon inh – inhibitors of E. coli Lon protease, primary screen, biochemical, fluorescence polarization. actives 0.42% (n = 360,000). inhibition, % at 7.94 µM. purified E. coli Lon protease. P0A9M0; in the data active = inhibition above about 13%, passing the limit was not always enough;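 also: 0% = enzyme with probe and DMSO and 100% = no enzyme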
MsrA act – bovine MsrA enzyme activators, primary screen, biochemical, absorbance, HTS | Methionine sulfoxide reductase A (Bos taurus) | purified bovine MsrA, absorbance read-out | activation, % at 10.6 µM | actives 0.3% (n = 360,000); in the data active = activation above about 7.5%;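 also: 0% = vehicle and 100% = reference activator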
Numbers without * were called inactive; i = inactive; . = not tested or not shown.

Order of values: eLon inh | MsrA act | NRP1-CendR mod | Rin1-Abl PPI inh | FAS TE block | Neddylation inh | MsrA inh | SKN-1 block | MT1-MMP act inh
Cc1ccc(/C(O)=C2/C(=O)C(=O)N(CCN3CCOCC3)C2c2cccnc2)cc1 (configuration not stated)
→ 10 | 1 | 7 | -2 | -4 | i | 2.1 | 19 | 6
Cc1cc(C(=O)N2CCC2(C)C(=O)NS(=O)(=O)c2cccc(OC(F)F)c2)nn1C (configuration not stated)
→ -1 | 0 | -7 | -2 | -9 | i | -0.2 | 7 | 5
CCCc1cc(C(=O)N2CCCC(Cc3ccccc3C)(C(=O)OCC)C2)no1 (configuration not stated)
→ -8 | -3 | 3 | -2 | 14 | i | -1.2 | 7 | 3
CC(=O)N1CCOc2ccc(S(=O)(=O)N3CCC(C)CC3)cc21
→ 10 | -2 | -4 | -1 | -5 | i | -0.5 | 9 | -7
O=C(CS(=O)(=O)Cc1ccccc1)Nc1ccc2c(c1)OCO2
→ 6 | -8 | 2 | -4 | 3 | i | 2.9 | 2 | 1
Nc1cc(Cl)cc2c1-c1ccc(Cl)cc1C2O (configuration not stated)
→ 11 | -2 | 11 | -1 | 0 | i | -0.8 | 22 | -2
O=C(OCc1cn([C@@H]2C[C@H](c3ccc(Cl)cc3)N(Cc3cccs3)C[C@H]2O)nn1)c1ccccc1
→ -8 | -3 | 3 | -2 | -1 | i | 0.1 | -8 | 3
COc1ccccc1N1CCN(S(=O)(=O)CCNC(=O)c2ccco2)CC1
→ -5 | -4 | -3 | 4 | -1 | i | 1.3 | 9 | 3
COc1ccccc1-c1cc(C2CC2)nc(N)c1C#N
→ -4 | -4 | 1 | 3 | -2 | . | 3.2 | -7 | 3
CC(=O)Nc1nc(C(=O)O)cs1
→ -11 | -10 | 25 | 4 | -4 | i | 1.6 | -9 | 1
COc1cc(S(=O)(=O)N2CCOCC2)cc(C(=O)OCC(=O)NC2CCCCC2)c1OC
→ -6 | -2 | -7 | 3 | -3 | i | -0.2 | -6 | 2
CC1CCC2C(=O)N(c3cccc(C(=O)Nc4ccc(F)cc4)c3)C(=O)C2C1 (configuration not stated)
→ -4 | -4 | 13 | 1 | 7 | i | -0.9 | -4 | 1
CC(O)[C@H](NC(=O)C1(c2ccccc2)CCN(C(=O)OC(C)(C)C)CC1)C(=O)O (some centres not stated)
→ -1 | 0 | 7 | 1 | -6 | i | -1.2 | -8 | 3
Cc1ccc(/C=C(/NC(=O)c2ccccc2)C(=O)NCCc2c[nH]c3ccccc23)o1
→ -7 | 1 | -10 | -2 | 1 | i | 0.3 | -1 | 1
CCOC(=O)Nc1ccc2c(c1)N(C(=O)CCN1CCN3CCCC3C1)c1ccccc1CC2 (configuration not stated)
→ -3 | 4 | -3 | 3 | -9 | i | -0.4 | 23 | -5
Cc1nnc(SCC(=O)Nc2ccccc2)n1CCc1ccccc1
→ -5 | -4 | 1 | -1 | -7 | i | 1.1 | 2 | -1
CCCOc1ccc(NC(=O)CC2C(=O)N(CC)C(=S)N2CCCN2CCN(Cc3ccccc3)CC2)cc1 (configuration not stated)
→ -1 | 0 | 0 | -2 | 15 | i | -0.8 | 5 | -13
O=C(/C=C/c1ccccc1Cl)NCc1ccccc1
→ 2 | 0 | 16 | -4 | 3 | i | -0.5 | -21 | 5
Cc1ccc(CNC(=O)c2ccc(S(=O)(=O)N3CCCC3)cc2)cc1
→ 0 | -1 | -15 | -2 | 1 | i | -0.8 | 15 | 2
CCNC(=O)COc1ccc(-c2ccccc2)cc1
→ -2 | -1 | 6 | -3 | 1 | i | 1.5 | 9 | 4
COc1ccccc1NC(=O)Nc1ccc2c(c1)nnn2C
→ -6 | -1 | -4 | 5 | 0 | i | -0.4 | -3 | 3
COc1ccc(-c2[nH]c(-c3ccc(F)cc3)nc2SCC(=O)NCc2ccco2)cc1OC
→ -13 | -3 | -3 | -1 | -4 | i | 0.2 | -3 | 7
CC1CC(C)CN(CC(=O)N2CCCc3c2c(=O)oc2ccc(OCc4ccccc4)cc32)C1 (configuration not stated)
→ -5 | 2 | -4 | -1 | 21 | i | -1.0 | -6 | -5
COc1ccc2cc(C(C)C(=O)N3CCC(C)CC3)ccc2c1 (configuration not stated)
→ 10 | -2 | 11 | 2 | 9 | i | 0.0 | -3 | -1
COc1ccc(CC(=O)N2CCN(c3ccccc3F)CC2)cc1OC
→ -14 | -1 | 5 | 3 | -2 | i | 0.2 | 6 | 0
CC1CCCCC12NC(=O)N(CC(=O)NCc1ccccc1Cl)C2=O (configuration not stated)
→ -7 | -2 | 15 | 2 | -8 | i | -0.1 | 10 | 2
CC12CCC3c4ccc(O)c([N+](=O)[O-])c4CCC3C1CCC2=O (configuration not stated)
→ 2 | -2 | -1 | 2 | 0 | i | 1.7 | -4 | -4
Cc1ccc(NC(=O)Cc2ccc3c(c2)CCCC3)cc1C
→ -4 | -3 | 7 | 1 | 22 | i | -0.6 | 12 | 2
NS(=O)(=O)c1ccc(CCNC(=O)C2CCCCC2)cc1
→ 8 | -2 | -17 | -1 | -7 | i | 0.6 | 16 | -9
CCN1CCN(C(C)C(=O)NC2CCCCC2)CC1 (configuration not stated)
→ -2 | -2 | -4 | 0 | -6 | i | -0.7 | 12 | 3
COc1ccc(CNC[C@@H](CCCCN(C)Cc2ccc(OC)cc2)N2C[C@H](c3ccccc3)N(CCc3ccc(Cl)c(Cl)c3)C(=O)C2=O)cc1
→ -11 | 1 | 10 | 3 | 7 | i | . | 4 | -35
Cc1sc2nc(C)n(/N=C/c3ccc(O)cc3)c(=O)c2c1C
→ 1 | -8 | 11 | 4 | -11 | i | 2.5 | -24 | 0
COc1ccc(N=C2CC(C)(C)CC(=O)/C2=C(/O)c2ccccc2)cc1
→ -2 | -2 | -6 | 0 | -5 | i | 4.9* | -1 | 0
COc1cc2c(cc1OC)-c1nnnn1C(C)(C)C2
→ 5 | -11 | 13 | -4 | -4 | i | 0.2 | -8 | 4
Cc1ccc(SCc2ccc(C(=O)NCc3ccncc3)cc2)cc1
→ 8 | -3 | 7 | 0 | -1 | i | 1.8 | 3 | -13
COC(=O)c1ccccc1NC(=O)c1sc(Cl)nc1C
→ -12 | -2 | 2 | -2 | -2 | i | 0.9 | 4 | 1
CC(=O)NCCNC(=O)c1ccc(NC2=NC3CS(=O)(=O)CC3S2)cc1 (configuration not stated)
→ 3 | -3 | 20 | -1 | -5 | i | -0.8 | 5 | 1
COc1ccc(N2CCN(C(=O)c3cc4c(s3)-c3ccccc3S(=O)(=O)C4)CC2)cc1
→ 12 | -1 | 4 | -2 | 10 | i | -0.6 | -1 | -1
CCCCN=CC1=C(O)CC(c2ccccc2)CC1=O (configuration not stated)
→ 5 | -3 | -11 | 2 | -7 | i | -0.2 | -6 | 7
Cc1ccc(NC(=O)c2c(C)nc3sc(C(=O)NC4CCCC4)c(N)c3c2-c2ccco2)c(C)c1
→ 0 | -1 | -10 | 0 | -13 | i | -0.4 | 3 | -3
CN1CCN(Cc2c(O)c(Cl)cc3c(-c4ccccc4)cc(=O)oc23)CC1
→ 3 | 0 | 4 | -6 | -1 | . | 0.1 | 23 | -11
C/C(=N/NC(=O)c1sc(NS(=O)(=O)c2ccccc2)nc1C)c1sc(N)nc1C
→ -3 | -7 | -9 | 0 | -3 | i | 3.5 | 9 | 0
CCC(CO)N=C1CC(C)(C)CC(=O)/C1=C(/O)CCCN1C(=O)c2ccccc2C1=O (configuration not stated)
→ 6 | -6 | -8 | 3 | 0 | i | 0.3 | -12 | -1
COc1ccc(CCNC(=O)c2ccc([N+](=O)[O-])cc2Cl)cc1OC
→ 2 | -6 | -9 | -1 | -2 | i | 0.5 | -15 | 1
Cc1cc(C)c2nc(N3CCC(C(=O)N4CCCC4)CC3)sc2c1
→ -11 | -1 | -1 | 1 | 4 | i | -0.8 | 4 | 2
CCCCN1C(=S)NC[C@@H]1c1ccccc1
→ -5 | -9 | 0 | 1 | -9 | i | 0.2 | 3 | 0
C[C@H]1CN([C@@H](C)CO)C(=O)CCCn2cc(nn2)CO[C@@H]1CN(C)S(=O)(=O)c1ccc(Cl)cc1
→ 4 | -8 | -6 | 3 | -3 | i | 0.8 | -13 | 10
CCCOc1ccc(C(=O)NCCC(=O)NCCCC(=O)OCC)cc1
→ -1 | 0 | 9 | 0 | -9 | i | 1.4 | 7 | -3
CC/C(=N\Nc1nncc2ccccc12)c1ccc(F)cc1
→ 7 | 0 | 1 | 1 | 12 | i | -0.6 | 26 | -3
CC(=O)Nc1ccc2c(c1)C(=O)N(c1ccc(C)cc1)C2=O
→ -6 | -11 | -1 | -2 | -11 | i | 1.8 | 12 | -6
CC(=O)NCC(=O)N1CCCC(C(=O)c2ccc(-c3ccccc3)c(F)c2)C1 (configuration not stated)
→ -10 | -5 | -4 | 0 | -7 | i | -1.1 | -6 | -14
O=C(NCCN1CCOCC1)/C(=C\c1ccccc1Cl)NC(=O)c1ccccc1
→ -7 | -7 | 0 | 2 | -6 | i | 0.6 | 16 | 3
OC[C@@H]1CN(Cc2cccs2)C[C@H](n2cnc3c(NCc4ccco4)ncnc32)O1
→ 2 | -2 | -3 | -2 | -6 | i | 1.2 | -8 | -2
Nc1ccc(C(=O)Nc2ccc(OC(F)(F)C(F)F)c(NC(=O)c3ccc(N)cc3)c2)cc1
→ 1 | -4 | -4 | 2 | 2 | i | 0.3 | 12 | 1
O=C(CCS(=O)(=O)c1ccc(Br)cc1)NCCC1=CCCCC1
→ -2 | 0 | 0 | 2 | 6 | i | 0.4 | 2 | 2
